HEK293 cAMP ctrl: raises cAMP in parental HEK293 cells, TSHR agonist counter-screen. parental HEK293 CNG cAMP sensor, membrane potential fluorescence. AID 938. Potency, µM (highest dose often 57.1 µM), for the others: at the top dose activation, most hits filed as activators. 73,000 compounds, 2.5% hits; also: potency is read from the fitted curve at half-maximal effect; % of control where 0% means no effect; nearly all actives have a fitted effect of over 55% in size
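Counterscreen for endogenous-receptor signalling: CNG-channel HEK 293 cells report cAMP rise by membrane depolarization. After 60 min dye equilibration with 100 uM RO 20-1724, compounds incubated 30 min before bottom-read fluorescence at 590 nm.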
Casp7 inh: allosteric or competitive inhibitors of human caspase-7; P55210; recombinant caspase-7, Ac-DEVD-AFC fluorescence rate; Potency, µM (series often up to 57.5 µM), without a hit: at the highest dose activity change, negative = inhibition, actives largely listed as inhibitors; 75,000 compounds, 0.02% hits; AID 889; active = well fitted inhibition curve with a large enough effect in the main read-out, with a control signal flat, not every such curve was filed as active; inconclusive = small, poorly fitted or top-dose-only effect, or a change in a side signal; also: potency is read from the fitted curve at half-maximal effect; % of control where 0% means no effect
Caspase-1 inhib: caspase-1 (human) inhibition, allosteric or competitive; 75,000 compounds, 0.03% hits; Potency, µM (titrated, usually from 57.5 µM), inactives show at the top dose activity change, negative = inhibition, hits mostly inhibitors; AID 900; Caspase-1 enzyme, Ac-WEHD-AFC fluorogenic rate; P29466;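 also: potency is read from the fitted curve at half-maximal effect; plate controls were vehicle for no effect and no substrate for full effect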
Texas Red fluor: Texas Red region autofluorescence | 59,000 compounds, 0.06% hits | AID 587 | max dye-equivalent concentration, M | Compound fluorescence, Texas Red channel, 547/618 nm; hits give high values; in the data active = max dye-equivalent concentration above about 10 nM; inconclusive = between about 1.1 nM and that limit
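Compound titrations in 100 mM Tris pH 8.0 were incubated 15 min at room temperature and read at 547 nm excitation / 618 nm emission. Texas Red six-point standard curve on each plate converted fluorescence to dye-equivalent concentration.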
BRCT PPI red: disrupts BRCA1 BRCT binding to phosphoprotein, red fluorophore readout; P38398; Potency, µM (doses to about 76.9 µM), without a hit: top-dose activity change, negative = inhibition, actives largely listed as inhibitors; AID 892; BRCT-phosphopeptide binding, red fluorescence polarization; 75,000 compounds, 0.03% hits; also: % is scaled to controls: 0 for no effect and ±100 for the full control effect
Target sequence (P38398 whole entry, looked up): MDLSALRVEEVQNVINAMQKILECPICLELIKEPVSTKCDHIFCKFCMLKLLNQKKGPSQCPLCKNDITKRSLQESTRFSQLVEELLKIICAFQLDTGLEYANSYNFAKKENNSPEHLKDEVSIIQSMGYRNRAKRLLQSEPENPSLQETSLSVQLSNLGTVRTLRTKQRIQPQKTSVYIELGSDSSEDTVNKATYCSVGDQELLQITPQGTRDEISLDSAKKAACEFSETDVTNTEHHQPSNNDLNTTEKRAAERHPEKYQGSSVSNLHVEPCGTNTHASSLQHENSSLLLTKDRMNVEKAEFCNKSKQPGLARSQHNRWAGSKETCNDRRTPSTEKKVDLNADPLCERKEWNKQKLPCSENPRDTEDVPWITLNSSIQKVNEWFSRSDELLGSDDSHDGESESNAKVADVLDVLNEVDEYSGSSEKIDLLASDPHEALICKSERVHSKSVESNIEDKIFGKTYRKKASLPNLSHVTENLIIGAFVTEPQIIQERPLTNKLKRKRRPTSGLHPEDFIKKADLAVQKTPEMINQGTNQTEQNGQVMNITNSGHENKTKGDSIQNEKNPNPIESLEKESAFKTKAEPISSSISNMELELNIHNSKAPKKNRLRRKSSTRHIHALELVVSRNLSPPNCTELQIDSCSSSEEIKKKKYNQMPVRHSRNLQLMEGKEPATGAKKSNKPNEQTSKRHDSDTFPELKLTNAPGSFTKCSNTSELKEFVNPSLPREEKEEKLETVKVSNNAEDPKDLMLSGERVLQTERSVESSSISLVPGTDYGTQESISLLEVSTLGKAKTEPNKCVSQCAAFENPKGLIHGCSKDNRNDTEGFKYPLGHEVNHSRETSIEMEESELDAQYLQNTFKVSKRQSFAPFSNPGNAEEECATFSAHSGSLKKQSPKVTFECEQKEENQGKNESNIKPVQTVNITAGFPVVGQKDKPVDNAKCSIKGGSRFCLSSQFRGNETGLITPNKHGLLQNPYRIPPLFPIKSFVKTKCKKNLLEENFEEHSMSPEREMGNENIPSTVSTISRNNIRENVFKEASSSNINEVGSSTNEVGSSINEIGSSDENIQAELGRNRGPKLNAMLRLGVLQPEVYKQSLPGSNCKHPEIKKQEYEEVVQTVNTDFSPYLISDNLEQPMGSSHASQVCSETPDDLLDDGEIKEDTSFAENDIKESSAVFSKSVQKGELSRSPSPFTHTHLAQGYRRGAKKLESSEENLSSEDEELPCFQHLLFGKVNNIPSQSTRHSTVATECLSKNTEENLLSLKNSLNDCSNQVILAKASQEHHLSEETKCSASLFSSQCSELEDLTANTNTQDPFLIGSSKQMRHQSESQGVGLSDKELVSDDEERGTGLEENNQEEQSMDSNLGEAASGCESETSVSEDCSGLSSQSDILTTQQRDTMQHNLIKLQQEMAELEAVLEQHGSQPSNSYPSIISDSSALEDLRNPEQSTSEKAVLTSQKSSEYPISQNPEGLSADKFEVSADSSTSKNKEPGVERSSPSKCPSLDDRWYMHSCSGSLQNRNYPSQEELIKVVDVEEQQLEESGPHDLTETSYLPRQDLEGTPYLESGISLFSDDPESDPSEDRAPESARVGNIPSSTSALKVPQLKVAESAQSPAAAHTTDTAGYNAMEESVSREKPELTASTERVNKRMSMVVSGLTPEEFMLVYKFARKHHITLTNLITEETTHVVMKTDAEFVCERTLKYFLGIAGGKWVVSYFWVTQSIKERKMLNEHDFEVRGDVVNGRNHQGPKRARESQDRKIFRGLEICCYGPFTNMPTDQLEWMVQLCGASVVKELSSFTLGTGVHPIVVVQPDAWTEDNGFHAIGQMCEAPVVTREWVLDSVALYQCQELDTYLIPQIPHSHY
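Fluorescence polarization: 100 nM His-tagged BRCA1 BRCT with 100 nM TAMRA-labelled phospho-BACH1 decapeptide, phosphate buffer pH 7.3 with 150 mM NaCl, DTT, 0.01% Tween 20; 12 min RT. Binding inhibition seen as FP decrease.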
A350 autofl: compounds fluorescent in Alexa 350 spectral region | max dye-equivalent concentration, M | Compound autofluorescence, 340/450 nm, Alexa 350 dye-equivalents; hits give high values | 59,000 compounds, 11% hits; in the data active = max dye-equivalent concentration above about 10 nM; inconclusive = mostly about 1.1 nM to 9.6 nM
4-MU autofl: compounds fluorescent in 4-MU spectral region; compound autofluorescence, 340/450 nm, 4-MU equivalents; hits give high values; max dye-equivalent concentration, M; 59,000 compounds, 11% hits; in the data active = max dye-equivalent concentration above about 10 nM; inconclusive = mostly about 1.1 nM to 9.6 nM
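Compounds in 100 mM Tris, pH 8.0, incubated 15 min at room temperature, then fluorescence read at 340 nm excitation/450 nm emission. Signal converted to 4-MU dye-equivalent concentration using an on-plate six-point 4-MU standard curve.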
USP2a inhib: inhibitors of human ubiquitin-specific protease USP2a; O75604; USP2a enzymatic assay, qHTS inhibition; Potency, µM (highest dose often 38.3 µM), without a hit: at the top dose activity change, negative = inhibition, hits mostly inhibitors; 60,000 compounds, 0.1% hits;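 also: potency is read from the fitted curve at half-maximal effect; nearly all actives have a fitted effect of over 60% in size; plate controls were DMSO for no effect and NEM full inhibition control for full effect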
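USP2 core (20nM final) preincubated 30 min RT with compound, then Ub-PLA2 20nM and NBD C6-HPC 20uM final added; buffer 20mM Tris-HCl pH 8.0, 2mM CaCl2. Fluorescence Ex 460/Em 535 read at 0 and 2.5 h; normalized to NEM.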
Rhodamine autofl: compound autofluorescence in rhodamine spectral region | Rhodamine-region fluorescence, 547/598 nm, Tris buffer; hits give high values | max dye-equivalent concentration, M | 59,000 compounds, 0.05% hits | AID 594; in the data active = max dye-equivalent concentration above about 11 nM; inconclusive = between about 1.1 nM and that limit
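Read-out is relative fluorescence at 547 nm excitation and 598 nm emission, expressed as dye-equivalent concentration using rhodamine standards on every plate. Each compound was profiled across a concentration series after 15 min in 100 mM Tris, pH 8.0.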
BRCT PPI green: inhibitors of human BRCA1 BRCT-phosphoprotein interaction (green fluorophore); BRCA1 BRCT-phosphopeptide binding, green fluorescence polarization; Potency, µM (titrated, usually from 76.9 µM), for the others: top-dose activity change, negative = inhibition, most hits filed as inhibitors; AID 875; 75,000 compounds, 0.05% hits;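 also: potency is read from the fitted curve at half-maximal effect; plate controls were peptide without protein for full effect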
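Fluorescence polarization: His-tagged BRCT (~35 kDa BRCA1 C-terminus, 250 nM) bound to 100 nM fluorescein-labeled phosphorylated 10-aa BACH1 peptide, pH 7.3 phosphate buffer with DTT and Tween 20. Compounds incubated 12 min at room temperature; inhibition read as lowered polarization.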
Fluorescein autfl: compound autofluorescence in fluorescein spectral region; Compound autofluorescence, 480/540 nm, fluorescein-equivalent; hits give high values; max fluorescein-equivalent concentration, M; 59,000 compounds, 0.91% hits; AID 593; in the data active = max fluorescein-equivalent concentration above about 10 nM; inconclusive = between about 1.1 nM and that limit
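Autofluorescence profiling; 100 mM Tris, pH 8.0; incubation 15 min at RT; ex/em 480/540 nm; result as fluorescein-equivalent concentration.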
The depositor's hits bear a star; i = inactive; ? = inconclusive; . = no result given; [ ] = another dose, or the depositor's remark. Unless noted, calls follow the shape of the dose curve; as a rule, active = well fitted curve in the direction sought with a large enough effect; inconclusive = small, poorly fitted or top-dose-only effect, or another doubt; inactive = no such curve, though single readings can be large; an effect the other way counts as inactive or inconclusive. Only part of the results is shown; count on the stated rates, not on these rows.

Sample of the layout (2 entries):
canonical_smiles,HEK293 cAMP ctrl,Casp7 inh,Caspase-1 inhib,Texas Red fluor,BRCT PPI red,A350 autofl,4-MU autofl,USP2a inhib,Rhodamine autofl,BRCT PPI green,Fluorescein autfl
Cc1c(NC2=C(Cl)C(=O)N(c3ccccc3)C2=O)c(=O)n(-c2ccccc2)n1C,?,0.4%,-3.9%,.,-0.2%,.,.,13.3%,.,0.8%,.
Cc1ccc(S(=O)(=O)Oc2ccc(N=Nc3ccc(-c4ccc(N=Nc5c(O)ccc6cc(S(=O)(=O)O)cc(S(=O)(=O)O)c56)c(C)c4)cc3C)cc2)cc1,12.3%,-7.7%,-3.7%,.,2.6%,.,.,.,.,6.7%,.

The listing, repeating the preview:
canonical_smiles,HEK293 cAMP ctrl,Casp7 inh,Caspase-1 inhib,Texas Red fluor,BRCT PPI red,A350 autofl,4-MU autofl,USP2a inhib,Rhodamine autofl,BRCT PPI green,Fluorescein autfl
Cc1c(NC2=C(Cl)C(=O)N(c3ccccc3)C2=O)c(=O)n(-c2ccccc2)n1C,?,0.4%,-3.9%,.,-0.2%,.,.,13.3%,.,0.8%,.
Cc1ccc(S(=O)(=O)Oc2ccc(N=Nc3ccc(-c4ccc(N=Nc5c(O)ccc6cc(S(=O)(=O)O)cc(S(=O)(=O)O)c56)c(C)c4)cc3C)cc2)cc1,12.3%,-7.7%,-3.7%,.,2.6%,.,.,.,.,6.7%,.
c1nc(N2CCC3(CC2)OCCO3)c2[nH]cnc2n1,1.4%,0.3%,3.0%,?,0.0%,i,i,6.8%,i,-1.5%,i
CCCOc1ccccc1C(=O)N(Cc1ccco1)C1CCS(=O)(=O)C1 (stereo unspecified),11.8%,-0.1%,0.1%,i,0.9%,i,i,3.0%,i,0.4%,i
COc1ccc(C2C(C(=O)NCc3ccccn3)c3cc(OC)c(OC)cc3C(=O)N2C)cc1 (stereo unspecified),4.7%,2.2%,-1.1%,i,1.3%,i,i,4.5%,i,1.2%,i
COc1ccc(NC(=O)CSc2nnc(-c3ccccc3C)n2N)cc1,-17.3%,-0.2%,-0.5%,i,-1.3%,?,i,7.1%,i,-2.5%,i
CCc1nc(SCC(=O)NCC2CCCO2)c2oc3ccccc3c2n1 (stereo unspecified),17.5%,-0.6%,-0.9%,i,-2.0%,2.2e-08M*,1.57e-08M*,10.6%,i,0.7%,?
C[C@@H]1C(=O)N(C)C(=O)c2nc[nH]c21,4.3%,2.1%,-1.6%,?,-2.7%,i,i,-1.1%,i,-2.0%,i
COC(=O)C1CCN(C(=O)c2ccc(NC(C)=O)cc2)CC1,?,0.6%,-2.4%,.,-1.1%,.,.,0.8%[7.66 µM],.,-2.0%,.
CC1(C)CC(=O)C2=C(C1)N(Cc1ccco1)C(=O)NC2(C(F)(F)F)C(F)(F)F,8.7%,1.6%,1.2%,i,1.1%,i,i,1.3%,i,-0.9%,i
COc1ccc(OC)c(NC(=O)CSc2nnnn2-c2ccccc2F)c1,15.4%,-3.1%,-0.7%,i,-0.3%,i,i,-6.6%,i,-0.4%,?
CN1C[C@@H](O)[C@@H](O)[C@@H](O)[C@@H]1CO,-5.0%,.,.,i,.,i,i,.,i,.,i
CCOC(=O)CN1CC23C=CC(O2)C(C(=O)NCc2ccc(F)cc2)C3C1=O (stereo unspecified),9.5%,0.3%,-1.7%,.,-0.7%,.,.,.,.,-0.7%,.
CC(=O)Nc1ccc(NC(=O)CSc2nnc(C3CC3)n2C)cc1,-8.7%,-0.1%,-10.2%,i,1.6%,i,i,-14.2%,i,-0.1%,?
COC(=O)COc1ccc(S(=O)(=O)NCCC2=CCCCC2)cc1C,?,-6.9%,-2.5%,i,-0.4%,i,i,-11.6%,i,1.5%,i
CC1CCCCC1NC(=O)CCn1c(=O)oc2ccccc21 (stereo unspecified),13.3%,1.9%,0.7%,i,-0.2%,i,i,8.3%,i,-1.0%,i
O=C(O)c1cc2ccccc2n1-c1ccccc1,?,0.5%,-2.0%,i,1.1%,i,i,.,i,-0.1%,i
CN1CC(=O)N(CC(=O)Nc2ccc(F)cc2)c2ccccc2C1=O,12.1%,2.7%,0.4%,i,0.7%,i,i,-4.1%,i,2.1%,i
CCn1c(C(C)NC(=O)c2ccc(OC)c(OC)c2)nc2ccccc21 (stereo unspecified),-3.9%,-0.1%,1.3%,i,0.6%,i,i,1.7%,i,-0.6%,i
N#Cc1ccc(CN2CCC3(CC2)CCN(C(=O)c2ccco2)CC3)cc1,-5.6%,-4.0%,-6.4%,i,-0.3%,i,i,21.8%,i,-2.4%,i
CS(=O)(=O)N(CC(=O)NCc1ccc2c(c1)OCO2)Cc1ccccc1,10.9%,0.0%,-1.2%,i,0.5%,i,i,5.0%,i,0.1%,i
CC(C)(C)OC(=O)N1CC2Cc3[nH]c(=O)ccc3C(C2)C1 (stereo unspecified),1.9%,0.9%,-0.5%,i,0.7%,i,i,1.3%,i,0.0%,i
Cc1ccc(S(=O)(=O)N2CCCC2C(=O)OCC(=O)Nc2ccc3c(c2)OCO3)cc1 (stereo unspecified),17.9%,0.2%,2.6%,i,0.2%,i,i,23.9%,i,0.2%,?
CC(=O)c1ccc(CCCC(=O)O)cc1,9.3%[11.4 µM],1.2%,0.1%,.,-0.3%,.,.,0.7%[7.66 µM],.,-0.1%,.
Cc1nc2cc(C(=O)O)ccc2s1,16.3%,0.8%,0.9%,?,0.2%,i,i,2.8%,i,-1.4%,?
CCc1nc2c(sc3nc4c(cc32)COC(C)(C)C4)c(=O)n1Cc1ccco1,16.0%,-5.9%,-7.3%,i,-4.3%,i,i,62.6%[activator],i,15.1%,?
COc1ccc(C(=O)Nc2ccc(Cl)cn2)cc1Cl,18.8%,-1.5%,0.5%,i,-1.2%,i,i,-0.8%,i,-1.8%,?
COc1ccc(NC(=O)c2cccs2)cc1O,-6.0%,-0.9%,4.7%,?,-0.8%,i,i,-8.6%,i,-1.9%,i
O=C(c1cc(-c2ccc(O)cc2)on1)N1CCc2ccccc2C1,20µM*,-7.7%,-14.2%,.,0.6%,.,.,.,.,3.2%,.
Cc1cc(C)nc(SCCc2ccncc2)n1,0.0%,-1.9%,-2.0%,i,1.0%,i,i,-7.2%,i,0.4%,i
Cc1ccc(NCc2nnc(SCC(=O)c3ccccc3)n2Cc2ccco2)c(C)c1,-6.6%,-6.3%,-3.3%,i,1.8%,i,i,45.7%[activator],i,0.2%,?
COC(=O)c1ccc(OCc2nc(N)nc(N3CCOCC3)n2)cc1,5.8%,1.9%,0.5%,i,-1.5%,i,i,-1.9%,i,-0.4%,i
CCc1nnc(NC(=O)CSc2nnc(-c3ccccc3NC(=O)c3ccccc3)o2)s1,8.6%,-0.2%,-2.1%,i,1.3%,i,i,128.2%[activator],i,-5.4%,i
O=C(Nc1ccccc1N1CCCCC1)c1cccc(F)c1,?,1.8%,0.9%,i,-0.3%,i,i,-3.3%,i,-0.7%,i
COc1ccc(OC)c(-c2cc(C(=O)N3CCN(c4ccccc4)CC3)no2)c1,16.8%,-3.1%,-3.3%,.,-0.2%,.,.,.,.,-1.7%,.
Cc1ccc(-n2nc(C)c3c2OC(N)=C(C#N)C3c2cccs2)cc1 (stereo unspecified),-1.1%,-1.8%,-3.4%,i,-0.1%,i,i,-23.0%,i,-0.8%,?
COc1ccc(C(=O)CSc2nnc(-c3ccccc3)o2)cc1,24.0%[11.4 µM],-0.1%,-1.3%,.,-0.4%,.,.,1.1%[7.66 µM],.,-3.6%,.
Cc1cc(NC(=O)CSc2nc3ccccc3c(=O)n2Cc2ccc(F)cc2)no1,13.5%,-4.0%,-1.3%,i,-1.3%,i,i,-10.8%,i,0.2%,i
CC(C)CN1CCC2(CC1)CCN(C(=O)c1csnn1)CC2,3.2%,-2.8%,-4.7%,i,-0.7%,i,i,-0.6%,i,-3.5%,i
O=C(Nc1ccccc1-c1ccccc1)c1cnccn1,?,0.0%,-0.7%,i,-1.3%,i,i,-15.0%,i,-3.8%,i
CCNCCNC(=O)c1c(O)c2ccccc2n(CC)c1=O,?,1.1%,0.1%,i,2.2%,i,i,-3.0%,i,1.6%,?
COCCCNC(=O)c1ccc(CNS(=O)(=O)c2ccc(NC(C)=O)cc2)cc1,3.4%,0.3%,3.5%,i,-0.5%,i,i,-2.1%,i,-1.4%,i
COc1ccccc1NC(=O)c1ccc(NS(=O)(=O)c2c(C)noc2C)cc1,-0.5%,2.4%,1.9%,i,0.8%,i,i,0.3%,i,-0.7%,i
CCOC(=O)CC(C#N)c1cn(C)c2ccccc12 (stereo unspecified),.,.,.,i,.,?,i,.,i,.,?
COc1ccc2c(c1)CCCN2C(N)=O,0.9%,1.0%,-1.8%,i,0.5%,4.66e-06M*,4.36e-06M*,-15.5%,i,1.3%,i
